Jurkat NFkB inh: inhibitors of the PMA/ionomycin-induced NF-kB reporter in Jurkat cells. PMA/ionomycin-induced NF-kB luciferase reporter, luminescence. inhibition, % at 4 µM. 0.53% of 330,000 active; in the data active = inhibition above about 50%
CCR6 antag: blocks CCL20-driven beta-arrestin recruitment at human CCR6; CHO-K1 CCR6 PathHunter beta-arrestin, luminescence, CCL20-stimulated; inhibition, % at 20 µM; 0.49% of 340,000 active; AID 493098;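 active = compounds whose inhibition of the agonist-driven luminescence signal at 20 µM reaches about 50%, limit read from the data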;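 also: cells stimulated with CCL20 at 14 nM final; plate controls were DMSO with CCL20 for no effect and DMSO without agonist for full effect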
Target sequence (P51684 whole entry, looked up): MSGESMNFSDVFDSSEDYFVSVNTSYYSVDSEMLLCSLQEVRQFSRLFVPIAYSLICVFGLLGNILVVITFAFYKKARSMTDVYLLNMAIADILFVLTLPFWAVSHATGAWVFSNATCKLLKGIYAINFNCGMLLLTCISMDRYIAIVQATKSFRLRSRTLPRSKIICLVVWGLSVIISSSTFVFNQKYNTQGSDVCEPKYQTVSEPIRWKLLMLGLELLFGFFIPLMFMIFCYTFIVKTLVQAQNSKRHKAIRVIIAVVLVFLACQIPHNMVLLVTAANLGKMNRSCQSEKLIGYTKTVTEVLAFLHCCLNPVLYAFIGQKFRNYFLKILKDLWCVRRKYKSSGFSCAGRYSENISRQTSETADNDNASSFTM
EBI2 block: blocks human EBI2 receptor beta-arrestin signaling. 0.81% of 360,000 active. inhibition, % at 5 µM. EBI2 beta-arrestin recruitment, luminescence, 7a,25-OHC stimulated; in the data active = inhibition above about 38%;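 also: enzyme fragment complementation signal reports receptor beta-arrestin coupling in cells; 0% = agonist plus DMSO wells and 100% = wells without agonist; some results beyond the cut were filed as inactive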
Target sequence (P32249 whole entry, looked up, the tested form may be a part): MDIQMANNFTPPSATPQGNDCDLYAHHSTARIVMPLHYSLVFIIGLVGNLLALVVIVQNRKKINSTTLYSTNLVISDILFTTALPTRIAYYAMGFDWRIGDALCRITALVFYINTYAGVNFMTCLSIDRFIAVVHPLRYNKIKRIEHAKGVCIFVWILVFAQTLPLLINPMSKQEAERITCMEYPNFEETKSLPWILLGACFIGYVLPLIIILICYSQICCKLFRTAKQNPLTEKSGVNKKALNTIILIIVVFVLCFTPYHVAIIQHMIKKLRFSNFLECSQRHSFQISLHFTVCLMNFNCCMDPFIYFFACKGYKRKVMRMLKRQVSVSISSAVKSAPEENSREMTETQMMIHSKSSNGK
UPR XBP1 act: activators of adaptive arm of unfolded protein response (XBP1); CHO-XBP1 luciferase reporter, IRE1-XBP1 UPR activation, luminescence; percent of tunicamycin response, DMSO as zero; 0.33% of 330,000 active; AID 463104; activation, % at 20 µM;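 active = versus positive control, 20 µM dose yields 30% or more activation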;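 also: 100% = tunicamycin at 10 µg/mL and 0% = DMSO only wells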
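Assay system: CHO-XBP1 luciferase reporter cells; Schedule: 6 h treatment, 37 °C; Detection: glow luminescence from Steady-Glo reagent; Benchmarks: high control tunicamycin 10 µg/mL final, low control DMSO vehicle only.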
UPR CHOP act: apoptotic UPR (CHOP) activation; CHO-CHOP luciferase reporter, luminescence; percent of tunicamycin response over DMSO baseline; activation, % at 10 µM; 0.34% of 330,000 active; AID 449763;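 active = at 10 µM dose, activation of 40% or more, normalized to positive control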;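 also: 100% = tunicamycin at 10 µg/mL and 0% = DMSO alone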
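System: CHO-CHOP luciferase reporter cell line | Buffer or medium: F12 medium containing 10% fetal bovine serum | Doses: One dose, 10 µM in 0.5% DMSO | Times: 6 h compound exposure at 37 °C after overnight seeding | Signal: Luciferase luminescence | Read-out: % activation vs tunicamycin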
Gli-Sufu block: blocks Gli-Sufu signaling in a luciferase reporter; Sufu-KO-LIGHT fibroblasts, Gli luciferase reporter luminescence; inhibition, % at 5 µM; 0.74% of 340,000 active; AID 588413;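 active = inhibition above about 55%, limit read from the data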;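 also: 0% = DMSO-treated cells and 100% = wells with medium but no cells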
Mdm2 MdmX PPI: disrupts the human Mdm2-MdmX interaction | O15151+Q00987 | SaOS-2 split-luciferase Mdm2/MdmX complementation, luminescence | inhibition, % at 8 µM | 3% of 330,000 active | AID 485346;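 active = inhibition of at least 50% at 8 µM in the primary screen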
CXCR6 block: inhibitors of human CXCR6 receptor | CHO-K1 PathHunter CXCR6 beta-arrestin, luminescence | inhibition, % at 20 µM | 0.36% of 360,000 active | AID 602244; in the data active = inhibition above about 34%, passing the limit was not always enough;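 also: antagonist mode with CXCL16 agonist at 10 nM final; 0% = 10 nM CXCL16 with DMSO and 100% = unstimulated wells without agonist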
Target sequence (O00574 whole entry, looked up): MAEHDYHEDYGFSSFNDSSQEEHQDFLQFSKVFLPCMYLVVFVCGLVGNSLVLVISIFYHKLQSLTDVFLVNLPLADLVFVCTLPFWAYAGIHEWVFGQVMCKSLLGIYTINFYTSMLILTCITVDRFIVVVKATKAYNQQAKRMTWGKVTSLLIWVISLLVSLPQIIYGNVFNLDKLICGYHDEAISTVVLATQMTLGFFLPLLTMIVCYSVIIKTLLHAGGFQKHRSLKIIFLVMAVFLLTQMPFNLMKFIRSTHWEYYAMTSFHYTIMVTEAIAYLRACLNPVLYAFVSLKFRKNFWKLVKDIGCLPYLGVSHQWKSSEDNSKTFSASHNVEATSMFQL
697 NFkB inh: inhibitors of the PMA/ionomycin-induced NF-kB reporter in 697 B cells. 697 B-cell NF-kB luciferase reporter, 16 h. 0.33% of 330,000 active. inhibition, % at 4 µM; in the data active = inhibition above about 35%
An asterisk follows results filed as active; x = no result given.

SMILES	Jurkat NFkB inh	CCR6 antag	EBI2 block	UPR XBP1 act	UPR CHOP act	Gli-Sufu block	Mdm2 MdmX PPI	CXCR6 block	697 NFkB inh
CCn1cc(C(=O)Nc2ccc(OC)c(OC)c2)c2cc(OC)c(OC)cc2c1=O	-2.1	7.3	0.4	1.8	-2.2	-1.5	20.4	-4.7	-0.8
CC(=O)Nc1nc(SCC(=O)NCC2CCCO2)[nH]c(=O)c1NC(=O)c1cccs1 (configuration not stated)	9.3	7.4	-5.7	0.4	-0.2	-12.7	-19.9	5.9	1.3
Cc1ccc(S(=O)(=O)N2CCCCC2)cc1C(=O)Nc1ccc(N2CCOCC2)cc1	7.7	13.8	-17.5	-2.8	1.1	2.0	18.4	-1.1	-17.5
COc1cc(OC)c(C2C(C(=O)Nc3ccccc3)=C(C)Nc3ncnn32)cc1OC (configuration not stated)	1.8	3.8	3.5	2.3	-0.7	-8.1	-11.4	-0.8	21.8
COc1ccc(CC2(CO)CCN(Cc3cnn(-c4ccccc4)c3)CC2)cc1	19.9	2.5	-13.2	-1.1	0.5	26.3	1.2	5.7	17.1
Cc1ccc(NS(=O)(=O)c2ccc(NC(=O)C3CCCO3)cc2)cc1 (configuration not stated)	13.9	-5.3	-5.0	0.1	-0.4	15.3	0.9	6.7	-1.1
Cc1cccc(Nc2ncnc3onc(-c4cccc(Cl)c4)c23)c1	11.0	-9.9	-10.7	0.1	-0.1	3.1	18.9	-13.0	4.3
Cc1nc2ccccc2c2nc3ccccc3n12	-23.2	-1.7	-7.6	6.4	1.7	-17.9	-5.5	-2.0	-11.3
CN(CC(=O)Nc1cccc(F)c1)C(=O)c1ccc(N2C(=O)c3ccccc3C2=O)cc1	-6.2	-6.0	-5.7	-1.3	0.7	-5.5	-4.9	-1.0	10.1
O=C(C=C1SCCS1)/C=C/c1ccco1	-13.6	10.7	-5.1	0.6	3.2	7.6	-29.8	4.3	-23.6
COc1ccccc1/C=C/CN1CCN(Cc2ccc(C)o2)C(CCO)C1 (configuration not stated)	-17.7	9.5	-5.2	-1.2	0.1	34.3	18.9	-1.0	-16.2
C/C(=N\NC(=O)c1cnccn1)c1ccc([N+](=O)[O-])cc1	-20.2	7.0	5.4	4.3	1.0	-0.3	-1.8	-0.3	-1.4
O=C(Nc1ccccc1F)NC1CCCc2ccccc21 (configuration not stated)	8.9	2.9	2.0	3.8	0.2	7.6	6.6	-1.6	2.9
COc1ccc(-n2c(-c3ccc(Br)cc3)nc(=S)c3c2CCCC3)cc1	8.9	20.1	-13.3	-0.5	2.7	7.5	-8.7	7.5	-17.0
Cc1csc(/C(C#N)=N/O)n1	18.2	7.5	5.7	-5.9	-0.6	4.0	17.8	4.2	19.9
O=C(N/N=C/c1ccc(F)cc1)c1cc[n+]([O-])cc1	0.3	-0.9	-5.0	8.9	-0.9	28.6	10.4	-8.6	-10.0
Cc1ccc(NC(=O)Cn2c(=O)ccn(Cc3ccccc3)c2=O)cc1S(=O)(=O)N1CCOCC1	x	10.9	-9.3	x	x	4.7	x	7.9	x
CCOc1ccc(N/C(C)=C/C(=O)c2ccc3c(c2)OCCO3)cc1	-62.8	12.2	17.7	0.6	5.1	-79.2	-84.5	5.7	-95.4
COc1ccc(N2CC(O)(c3ccc(F)cc3)[N+]3=C2CCCC3)cc1 (configuration not stated)	7.0	7.0	-10.4	-1.4	0.8	14.6	14.8	1.6	8.1
N#Cc1ccc(CN2CCN(C(=O)c3ccccc3)CC2)c(Cl)c1	-5.7	5.4	-28.4	2.1	0.3	-0.9	9.2	1.0	-16.6
CN(C)CCCNC(=O)c1cc2sc3ccccc3c2s1	-26.6	27.4	-28.8	0.8	-0.3	-0.3	38.7	-2.4	-22.5
NC(=O)c1c(NC(=O)CSc2nc3c(c(C(F)(F)F)n2)CCc2ccccc2-3)sc2c1CCCC2	1.5	2.7	-0.8	-3.6	-1.3	-6.4	17.5	6.9	19.7
Cc1cccc(C(=O)NCCC(=O)Nc2ccc(F)c([N+](=O)[O-])c2)c1	3.0	18.0	-18.1	-1.7	0.2	-16.1	1.3	4.3	2.3
COc1ccc(C2C(C(=O)Nc3ccccn3)=C(C)Nc3ncnn32)c(OC)c1 (configuration not stated)	-7.3	8.3	-3.7	-0.1	-1.4	5.1	-37.0	-8.8	-7.7
CCc1ccccc1-n1nnc(-c2ccccc2)n1	2.5	13.2	4.2	-1.5	1.7	-1.2	6.9	5.7	29.0
CCCCN1CC(O)=C(c2nc3ccccc3[nH]2)C1=N	-12.2	22.3	-10.2	1.1	3.7	-16.3	12.4	4.8	-2.0
O=CNC1c2ccccc2CCc2ccccc21	x	19.6	1.4	x	x	1.1	x	0.4	x
CCOc1ccc(C2SCC(=O)N2c2c(C)n(C)n(-c3ccccc3)c2=O)cc1 (configuration not stated)	-9.9	-10.7	-1.0	3.9	0.6	16.9	16.3	-5.6	-1.1
CCCc1cc(=O)n2[nH]c(-c3ccc(C)cc3)cc2n1	-39.2	-16.6	8.7	1.0	3.2	-51.2	-48.8	5.1	-80.7
Cc1cc(S(=O)(=O)Nc2cccnc2)c(Cl)cc1Cl	3.4	8.9	10.6	-4.7	-0.3	-3.3	-7.1	-0.4	-9.8
O=C(NC1CCN(Cc2ccccc2)C1)c1cc(S(=O)(=O)N2CCOCC2)ccc1Cl (configuration not stated)	-7.4	4.0	-17.2	-2.7	-1.8	-8.2	-9.3	4.6	-10.7
CCOC(=O)N1CCC2(CC1)CC(=O)c1cc(O)ccc1O2	-7.7	7.1	-6.9	-2.8	-0.9	5.1	7.3	5.0	13.0
COc1ccc([C@H]2CC(=O)C=C(c3ccc4[nH]ccc4c3)C2)cc1OC	6.1	10.3	20.0	2.3	1.1	10.1	5.9	1.8	-2.1
Cn1cccc1/C=N/NC(=O)c1cccnc1	-0.9	4.2	-17.0	0.8	-0.7	-2.6	13.9	-0.1	7.2
CCCCCCC(=O)Nc1cc2c(C)cc(=O)oc2cc1C	-4.2	3.7	2.8	-3.1	0.4	-0.3	27.6	-0.2	10.7
CCC(Sc1nc(=O)cc(N)n1CCc1ccccc1)C(=O)Nc1cc(C)on1 (configuration not stated)	-9.2	8.3	-3.8	0.4	0.5	-3.0	12.2	-1.6	-1.1
CC(C)(C)c1ccc(C(=O)N2CCC(NC(=O)c3ccccc3)CC2)cc1	-38.3	1.3	-8.1	-1.1	0.6	9.8	-6.0	-11.2	-2.5
CCN1CCN(CCNC(=O)c2ccc(CS(=O)c3ccc(Cl)cc3)o2)CC1 (configuration not stated)	6.9	-2.2	-7.3	-6.7	1.2	-39.8	-7.5	-9.3	-2.4
COc1ccc(/C=N/NC(=O)c2ccccc2O)cc1COc1ccccn1	5.4	19.1	-2.0	-1.8	-0.8	6.7	22.2	4.8	9.1
Cc1nnc(SCc2ccccc2CSc2nnc(C)s2)s1	0.0	1.3	-3.5	0.1	-0.9	36.5	-17.7	3.5	-4.5

Structures shown so far that have two or more sulfur atoms, in the order listed:
SMILES	Jurkat NFkB inh	CCR6 antag	EBI2 block	UPR XBP1 act	UPR CHOP act	Gli-Sufu block	Mdm2 MdmX PPI	CXCR6 block	697 NFkB inh
CC(=O)Nc1nc(SCC(=O)NCC2CCCO2)[nH]c(=O)c1NC(=O)c1cccs1 (configuration not stated)	9.3	7.4	-5.7	0.4	-0.2	-12.7	-19.9	5.9	1.3
O=C(C=C1SCCS1)/C=C/c1ccco1	-13.6	10.7	-5.1	0.6	3.2	7.6	-29.8	4.3	-23.6
CN(C)CCCNC(=O)c1cc2sc3ccccc3c2s1	-26.6	27.4	-28.8	0.8	-0.3	-0.3	38.7	-2.4	-22.5
NC(=O)c1c(NC(=O)CSc2nc3c(c(C(F)(F)F)n2)CCc2ccccc2-3)sc2c1CCCC2	1.5	2.7	-0.8	-3.6	-1.3	-6.4	17.5	6.9	19.7
Cc1nnc(SCc2ccccc2CSc2nnc(C)s2)s1	0.0	1.3	-3.5	0.1	-0.9	36.5	-17.7	3.5	-4.5

(continued)
SMILES	Jurkat NFkB inh	CCR6 antag	EBI2 block	UPR XBP1 act	UPR CHOP act	Gli-Sufu block	Mdm2 MdmX PPI	CXCR6 block	697 NFkB inh
Cc1ccc(Oc2ccccc2NC(=O)C2=COCCO2)cc1	3.3	16.0	-11.0	-0.4	-0.1	-7.3	-16.7	12.0	-20.2
O=C(c1ccccc1)N1CCc2ccccc21	-3.4	8.4	-8.7	2.8	-0.1	-3.0	10.1	-9.2	17.0
C=CC[C@@H](CC(=O)N[C@@H](CO)Cc1ccccc1)C(=O)N[C@@H](COC(=O)[C@@H](CC=C)Cc1ccc(F)cc1)Cc1ccccc1	6.5	-6.5	7.3	-2.8	3.2	10.8	18.6	4.9	-9.7
N#Cc1cccc(NC(=O)CSc2sc3c(O)cc(=O)[nH]c3c2C#N)c1	2.1	-0.8	2.6	-1.0	1.1	0.9	-9.0	5.2	18.4
COc1ccccc1CNC(=S)Nc1cc(C)ccc1C	15.2	8.6	9.3	-2.7	0.6	2.3	21.5	1.6	20.5
CN1CCCN(Cc2ccc(Cl)cc2Cl)CC1	-21.6	2.1	0.0	1.6	-1.9	0.6	11.6	10.0	7.5
CCOc1ccc(N2C(=O)C(c3ccccc3)=C(c3nc4ccccc4s3)C2NC(C)=O)cc1 (configuration not stated)	-15.2	22.6	-0.6	4.5	0.2	10.1	-21.5	-1.9	4.6
CC(=O)Nc1cc(C(=O)NCc2ccco2)ccc1Sc1ccc(Cl)cc1	6.0	14.3	-2.1	-1.6	0.4	-0.5	12.4	6.0	13.6
CC1Cc2ccccc2N1C(=O)CSc1nnc2n1C(C)(C)Cc1ccccc1-2 (configuration not stated)	9.8	-5.1	8.1	0.6	-3.0	7.3	18.8	2.5	-14.2
COc1ccc([N+](=O)[O-])cc1NC(=O)CCN1CCN(c2ccccc2)CC1	30.0	7.7	-5.4	1.9	1.0	29.2	12.3	-1.3	10.3
CC(=O)Nc1ccc2oc(C)nc2c1	5.9	-2.5	-0.8	1.1	1.9	-3.9	-17.7	0.4	6.9
O=C(CNC(=O)c1ccc(C(F)(F)F)cc1)NC1CC1	-7.4	0.7	0.8	-1.3	-2.5	8.5	6.0	-3.1	1.7
Cc1onc(-c2ccccc2)c1C(=O)OCC(=O)Nc1ccc(Cl)cc1	-4.8	12.9	-0.7	-1.5	-0.1	-3.9	-0.9	3.2	-12.1
O=C1CSC(c2ccncc2)N1Cc1ccc(F)cc1 (configuration not stated)	3.2	-2.6	-22.3	-0.1	-0.1	2.5	7.6	-2.6	-25.7
CCOc1cc(NC(=O)c2cccs2)c(OCC)cc1NC(=O)c1ccccn1	10.7	-20.2	-20.3	1.0	-0.9	-1.9	17.9	-9.7	-13.9
CCCCCCC(=O)Nc1nnc(CC)s1	2.6	4.0	-0.4	6.1	4.2	-1.3	5.7	-4.4	11.4
Cc1c(S(=O)(=O)c2ccccn2)c(N)n(Cc2cccc(Cl)c2)c1C	x	-2.0	7.2	x	x	2.2	x	5.1	x
CC(C)(C)c1ccc(OCC(=O)NNC(=S)NC(=O)c2ccccc2[N+](=O)[O-])c(Br)c1	6.8	21.9	10.1	-3.6	0.9	-9.9	17.6	17.0	13.8
Cc1cccc(-n2ccnc2SCC(=O)Nc2nccs2)c1	-18.3	6.1	2.9	2.9	2.0	-20.3	-23.6	3.8	-32.6
CC(C)(C)OC(=O)N(Cc1ccccc1)Cc1ccc(OCc2cccc(NC(=O)c3ccccc3)c2)cc1	x	4.4	27.4	x	x	2.0	x	7.4	x

Bioassay records as filed in PubChem BioAssay.
